AmpC inh detg – qHTS Inhibitors of AmpC Beta-Lactamase (assay with detergent). P00811. AmpC hydrolysis of nitrocefin, absorbance 480 nm, 0.01% Triton. Potency, µM (doses to about 114 µM), inactives show at the top dose activity change, negative = inhibition, hits mostly inhibitors. 370,000 tested, 0.041% active;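 further: potency means the concentration at half of the fitted maximal effect; 0% = no-compound wells and -100% = no-enzyme wells; nearly all actives have a fitted effect of over 25% in size; some results filed as inactive show a strong effect at the top dose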
Target sequence (P00811 whole entry, looked up): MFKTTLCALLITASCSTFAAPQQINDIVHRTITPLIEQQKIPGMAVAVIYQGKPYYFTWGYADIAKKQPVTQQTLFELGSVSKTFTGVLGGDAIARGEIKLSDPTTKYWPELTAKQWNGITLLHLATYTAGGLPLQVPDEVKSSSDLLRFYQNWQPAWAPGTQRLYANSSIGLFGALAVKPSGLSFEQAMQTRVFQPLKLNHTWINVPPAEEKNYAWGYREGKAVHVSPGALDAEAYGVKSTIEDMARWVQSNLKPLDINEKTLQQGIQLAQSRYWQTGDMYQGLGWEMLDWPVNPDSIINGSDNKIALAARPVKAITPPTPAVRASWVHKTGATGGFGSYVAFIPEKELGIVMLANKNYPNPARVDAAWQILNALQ
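AmpC (5.3 nM in the dispensed reagent) in 20 mM phosphate pH 7.0 with 0.01% (detergent screen) or 0.0001% Triton X-100 was preincubated with compounds for 15 min at room temperature. Nitrocefin was then added from an 800 uM solution, and hydrolysis was followed at 480 nm.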
HCMV antiviral – qHTS Assay for inhibitors of the human cytomegalovirus (HCMV); AID 1259415, 2018; HFF cells, HCMV-luciferase reporter, 72 h; active compounds read low; activity change, negative = inhibition, % at 57.5 µM; 410,000 tested, 4.5% active; in the data active means activity change below about -60%; inconclusive means no clear call, values can overlap the other calls; inactive means above about -39%
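After 16 h attachment at 37C, HFF cells received test compound and HCMV-luciferase (1 PFU/cell); reporter luminescence read 72 h later, data normalized against buffer-only and known inhibitor Salinomycin.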
AMA1 RON2 block – qHTS for Inhibitors of AMA1-RON; Towards Development of Antimalarial Drug Lead: Primary Screen; Potency, µM (doses to about 58.2 µM), inactives show at the top dose activity change, negative = inhibition, usual class: inhibitors; AlphaScreen AMA1-biotinylated RON2 peptide binding; 360,000 tested, 0.2% active;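 further: potency means the concentration at half of the fitted maximal effect; 0% = vehicle wells and -100% = peptide control; nearly all actives have a fitted effect of over 45% in size; some results filed as inactive show a strong effect at the top dose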
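AMA1 (3D7) with his tag at 25 nM final met compounds first, then biotinylated RON2 peptide at 25 nM; detection used donor plus acceptor beads, 10 µg/mL apiece, read by AlphaScreen after 30 min at room temperature.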
AmpC inh no detg – qHTS Inhibitors of AmpC Beta-Lactamase (assay without detergent); P00811; 330,000 tested, 0.52% active; AmpC nitrocefin hydrolysis, absorbance 480 nm, 0.0001% Triton; Potency, µM (doses to about 57.1 µM), without a hit: top-dose activity change, negative = inhibition, usual class: inhibitors; AID 485341, 2010;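 further: potency means the concentration at half of the fitted maximal effect; plate controls were no compound for no effect and no enzyme for full effect; nearly all actives have a fitted effect of over 20% in size; some results filed as inactive show a strong effect at the top dose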
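20 mM phosphate pH 7.0 + 0.01% (detergent screen) or 0.0001% Triton X-100; 5.3 nM AmpC reagent; cpd preinc 15 min RT; nitrocefin (800 uM stock) to start; A480 q20 s × 4 min; Activity was normalised to no-enzyme and no-compound control wells.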
Sm TGR block – qHTS Assay for the Inhibitors of Schistosoma Mansoni Peroxiredoxins | Potency, µM (titrated, usually from 114 µM), for the others: at the top dose activity change, negative = inhibition, usual class: inhibitors | Schistosoma mansoni thioredoxin glutathione reductase (TGR), Q962Y6 | 360,000 tested, 3% active | purified TGR, DTNB reduction, TNB absorbance 405 nm; further: potency means the concentration at half of the fitted maximal effect; nearly all actives have a fitted effect of over 60% in size
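TGR 20 nM + NADPH 100 uM (dispensed conc.), cpd preinc 15 min RT; start with NADPH (500 uM addition) then DTNB (15 mM addition). Kinetic TNB absorbance, 405 nm filter. Four-parameter Hill fit across titration.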
Giardia FBPA inh – qHTS Assay for Inhibitors of Fructose-1,6-bisphosphate Aldolase from Giardia Lamblia | A8B2U2 | purified Giardia FBPA | Potency, µM (highest dose often 59.6 µM), inactives show at the top dose activity, negative = inhibition, usual class: inhibitors | 290,000 tested, 0.71% active | AID 2451, 2010; further: potency means the concentration at half of the fitted maximal effect; nearly all actives have a fitted effect of over 55% in size
Target sequence (A8B2U2 whole entry, looked up): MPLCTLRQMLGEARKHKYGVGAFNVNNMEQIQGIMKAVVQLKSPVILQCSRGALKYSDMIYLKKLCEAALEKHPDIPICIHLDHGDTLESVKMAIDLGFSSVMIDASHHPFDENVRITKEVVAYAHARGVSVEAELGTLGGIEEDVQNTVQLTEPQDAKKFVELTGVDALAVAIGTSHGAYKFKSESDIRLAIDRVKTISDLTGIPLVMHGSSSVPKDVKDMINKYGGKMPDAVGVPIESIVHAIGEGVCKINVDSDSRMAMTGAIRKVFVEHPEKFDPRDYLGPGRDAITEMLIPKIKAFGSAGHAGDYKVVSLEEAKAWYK
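Giardia FBPA (40 nM reagent) was preincubated 10 min at RT with compound (up to 57.5 uM final), then substrate plus GAPDH/TPI/NAD/arsenate coupling system with diaphorase/resazurin was added; resorufin fluorescence (525/598 nm) was read after 20 min.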
Numbers without * were called inactive; ? = inconclusive; · = not tested or not shown; & = joins results of further samples; [ ] = remark or other dose. Unless noted, the call rests on the fitted dose curve; in most records, active means well fitted curve in the direction sought with a large enough effect; inconclusive means small, poorly fitted or top-dose-only effect, or another doubt; inactive means no such curve, though single readings can be large; an effect the other way counts as inactive or inconclusive. Unless noted, on the % scale 0 is the no-effect control and ±100 the full control effect.

SMILES	AmpC inh detg	HCMV antiviral	AMA1 RON2 block	AmpC inh no detg	Sm TGR block	Giardia FBPA inh
Cc1ccc(CNC(=O)CCCn2nc(C)c3c(C)n(-c4ccccc4)nc3c2=O)cc1	6%&1%	?	16%	59%	-7%&2%	·
CC(=O)NC12CC3CC(C1)CC(C(=O)Nc1nccs1)(C3)C2	-12%	36	-1%	-3%	-3%	-2%
CCN1CCCC1CNCc1cccc(OC)c1OCc1ccccc1 (stereo unspecified)	?	-34	-4%	-7%	-2%	-15%
N#CCCN(CCN1CCCC1)S(=O)(=O)c1ccc(-c2ccc([N+](=O)[O-])cc2)cc1	6%	-40	5%	117%[activator]	·	1%
O=C1C2C3C=CC(CC3)C2C(=O)N1c1ccc2c(c1)OCO2 (stereo unspecified)	?	-13	-3%	-13%	-19%	1%
COCCCNC(=O)Cc1ccc(S(=O)(=O)N2CCOCC2)s1	5%	43	-2%[11.6 µM]	-15%	-4%	·
CC1CCN(C(=O)c2ccc3c(c2)OCCO3)CC1	1%	96	-11%	-7%	0%	1%
CC1CN(CCCCSc2ccccc2)CC(C)O1 (stereo unspecified)	?	9	-7%	-5%	-22%	?
Cc1cc(SCC(=O)OCC(=O)N2CCN(C(=O)c3ccco3)CC2)c(C)cc1Br	?	-25	-10%	303%[activator]	?	-2%
Cc1cc(C)n2c(SCc3ccccc3Cl)nnc2n1	1%	36	3%	36%	3%	5%
CCn1c(C)cc(/C=C2\C(=O)NC(=O)N(c3ccccc3C)C2=O)c1C	-4%	-14	5%	-6%	·	0%
COc1cc(OC)cc(C(=O)N[C@H](C(=O)OCC(=O)Nc2ccc(C(N)=O)cc2)C(C)C)c1	7%	?	1%	-12%	3%	2%
CCCCS(=O)(=O)Nc1ccc(N2CCOCC2)c(S(=O)(=O)N2CCOCC2)c1	-1%	-25	-3%	11%	-9%	3%
CCC(=O)Nc1nnc(S(=O)(=O)N(C)c2cc(C)cc(C)c2)s1	-8%	17	0%	-10%	0%	3%
O=C1CN(S(=O)(=O)c2cc(Cl)ccc2Cl)CCN1	2%	-9	0%	-14%	11%	4%
CCCCNC(=O)CCCn1c(=O)[nH]c2ccc(Br)cc2c1=O	?	-8	2%	-11%	2%	0%
CCC(c1nnnn1C1CCCC1)N(Cc1cccs1)Cc1cc2cc(C)ccc2[nH]c1=O (stereo unspecified)	?	?	-5%	-58%	2%	-3%
Cc1cccc(N2CCN(C(=O)c3oc(=O)c4ccccc4c3-c3ccccc3)CC2)c1C	-2%	5	·	·	5%	·
Clc1ccc(C2[C@H]3CN(Cc4cccnc4)[C@H](c4ccccc4)C34CC2(c2cccnc2)C4)cn1 (stereo partly specified)	1%	-15	-29%	136%[activator]	?	-1%&0%
CC(NC(=O)Nn1cnnc1)(C(F)(F)F)C(F)(F)F	4%	15	-7%	-12%	-2%	0%
CCc1nccn1CCC(=O)NC1CCCc2c1cnn2-c1ccc(F)cc1F (stereo unspecified)	-4%	?	-8%	17%	1%	·
CC(=O)c1c(C)[nH]c(C(=O)Nc2cc(C)cc(C)c2)c1C	-12%	·	-9%	-37%	-20%	-6%
COc1ccc(N2CCN(C(=O)c3cc4c(=O)n(Cc5cccs5)ccc4nc3C)CC2)cc1	?	6	·	·	-7%	·
O=C1C=C(N2CCCCCC2)C2(CCCCC2)O1	7%	-18	0%	-17%	·	7%
COc1ccc(-c2c(C#Cc3ccsc3)c3cc(Br)ccc3n2C)cc1	7%	-36	-2%	-33%	-22%	·
O=C(CNCc1cccnc1)Nc1cc(C(F)(F)F)ccc1N1CCOCC1	1%	0	-25%	41%	21%	7.9µM*
CCOC(=O)Nc1ccc(OCc2nnc3c4ccccc4c(C)nn23)cc1	4%	95	13%	97%[activator]	-4%	3%
Cc1ccc(-c2csc(NC(=O)COC(=O)c3cccc(S(=O)(=O)N4CCOCC4)c3)n2)cc1	6%	104	-13%	-24%	0%	-9%
COc1ccc(C(CNC(=O)c2cccn2C)N2CCOCC2)cc1 (stereo unspecified)	5%	69	79%[activator]	14%	5%	·
CCc1ccccc1NC(=S)NC1CC2CCC(C1)N2Cc1ccco1 (stereo unspecified)	-4%	11	-4%	-23%	-14%	6%
Cc1ccc(CN2C(=O)CCC2C(=O)NCc2ccc(F)cc2)cc1 (stereo unspecified)	2%	-17	-8%	4%	7%	5%
CCOc1cc(CN2CCCCC2)ccc1OC	0%	65	0%	-11%	12%	-3%
COC(=O)C1=C(c2ccc3ccccc3c2)C[C@@H]2CC[C@H]1N2C	-5%	-15	4%	-1%	-27%	·
O=C(Nc1ccc(S(=O)(=O)N2CCOCC2)cc1)C1CC(=O)N(c2ccc(F)cc2)C1 (stereo unspecified)	10%	-18	-14%	6%	-1%	-14%
COc1ccc(C(=O)c2c[nH]c(C(=O)NCC3CCCO3)c2)cc1 (stereo unspecified)	-12%	9	-18%	-4%	-2%	-2%
COc1ccc(-n2c(Cn3nc(C(F)(F)F)cc3C)n[nH]c2=S)cc1	-10%	18	77%[activator]	-18%	0%	-20%
CN1CCN(S(=O)(=O)c2ccc(N3CCN(S(=O)(=O)c4cccs4)CC3)nc2)CC1	-1%	64	-3%	-12%	-1%	7%
O=C(c1ccc(-n2cccn2)cc1)N1CCc2ccccc2C1	6%	15	-7%	9%	4%	1%
CCOc1ccc(S(=O)(=O)N(CC(=O)NN=C2CCN(C)CC2)c2ccc(C)cc2)cc1	3%	-2	4%	35%	-11%	·
CCOC(=O)CSC1=Nc2ccccc2C2=NC(CC(=O)NCc3ccc(OC)cc3)C(=O)N12 (stereo unspecified)	-1%	-11	-11%	-8%	8%	1%
COc1ccc(S(=O)(=O)NC(C)C(=O)N2CCCC2)cc1C (stereo unspecified)	0%	-28	4%	3%	-1%	4%
Cc1ccc(-n2[nH]c(C)c(/C=N/c3ccccn3)c2=O)cc1	-17%	-1	3%	-12%	-8%	-4%
CCOc1ccc(CCNC(=O)CCC(=O)N2CCOc3ccccc32)cc1OCC	-8%	15	-3%	57%	-25%	12%
CCc1cc2cc(C)cc(C)c2nc1Cl	-1%	10	14%	-18%	·	3%
CC(C)CCn1c(=O)c2ccccc2n2c(CCl)nnc12	-4%	15	-13%	-18%	3.2µM*	0%
CN(c1ccc(Br)cc1)S(=O)(=O)c1ccc2[nH]cc(C(=O)NCCN3CCOCC3)c(=O)c2c1	1%	?	18%	180%[activator]	-16%	·
Cc1cccc(OCC(=O)NNC(=O)CCc2ccccc2)c1	2%	-22	126%[activator]	-2%	13%	-3%
NC(=O)CC(NC(=O)c1ccccc1)c1ccc(NCCCN2CCCC2=O)c([N+](=O)[O-])c1 (stereo unspecified)	-14%	7	-2%	49%	-13%	-1%
COc1ccc(NC(=O)c2nnn(CC(=O)Nc3cccc(C)c3C)c2N)c(OC)c1	13%	-32	·	·	-2%	·
CCOC(=O)c1ccc(N2C(=O)CC(N3CCOCC3)C2=O)cc1 (stereo unspecified)	-9%	16	-8%	-4%	?	3%
COc1ccc(COC(=O)N/N=C(\C)CC(=O)NCc2ccc(Cl)cc2)cc1	5%	-18	6%	-11%	6%	6%
COc1ccc(N=C2SC(C(=O)Nc3ccc(OC)cc3)CC(=O)N2CCN2CCOCC2)cc1 (stereo unspecified)	-1%	33	-3%[11.6 µM]	248%[activator]	-29%	4%
CCN1CCN(C(=O)N[C@@H](C(=O)N[C@@H]2C(=O)N3[C@@H]2SC(C)(C)[C@@H]3C(=O)O)c2ccccc2)C(=O)C1=O	?	·	·	15%	-14%	-8%
CC(=O)OC1c2c(ccc3ccc(=O)oc23)OC(C)(C)C1OC(=O)CC(C)C (stereo unspecified)	-14%	0	-24%	112%[activator]	-9%	5%&-13%
NC(=O)/C(=N\O)c1ccccc1	?	-6	18%	-11%	11%	-1%
Cc1ccc(OCCn2cc(/C=C(\C#N)C(=O)NCC3CCCO3)c3ccccc32)cc1C (stereo unspecified)	-14%	20	-8%	33%	8%	0%
O=C(N/N=C/c1ccc(-c2ccccc2[N+](=O)[O-])o1)[C@H]1C[C@@H]1c1ccccc1	?	?	-12%	-18%	-24%	?
CCO[C@@H]1c2c(ccc3ccc(=O)oc23)OC(C)(C)[C@@H]1O	1%	-8	2%	-1%	-3%	·
COc1ccccc1N(C(=O)CNC(=O)c1ccco1)C(C(=O)NC1CCCC1)c1ccncc1 (stereo unspecified)	-4%	-28	-5%	-4%	-16%	1%
O=C1CN(C(=O)CSc2nc(-c3ccc(Cl)cc3)cs2)c2ccccc2N1	?	?	-4%	-30%	-3%	-4%

5 compounds drawn at random from the list so far, as already listed:
SMILES	AmpC inh detg	HCMV antiviral	AMA1 RON2 block	AmpC inh no detg	Sm TGR block	Giardia FBPA inh
CN(c1ccc(Br)cc1)S(=O)(=O)c1ccc2[nH]cc(C(=O)NCCN3CCOCC3)c(=O)c2c1	1%	?	18%	180%[activator]	-16%	·
CCOC(=O)c1ccc(N2C(=O)CC(N3CCOCC3)C2=O)cc1 (stereo unspecified)	-9%	16	-8%	-4%	?	3%
Cc1ccc(OCCn2cc(/C=C(\C#N)C(=O)NCC3CCCO3)c3ccccc32)cc1C (stereo unspecified)	-14%	20	-8%	33%	8%	0%
CC(=O)OC1c2c(ccc3ccc(=O)oc23)OC(C)(C)C1OC(=O)CC(C)C (stereo unspecified)	-14%	0	-24%	112%[activator]	-9%	5%&-13%
Cc1cccc(OCC(=O)NNC(=O)CCc2ccccc2)c1	2%	-22	126%[activator]	-2%	13%	-3%

In the list so far, 2 contain a cyano group.
SMILES	AmpC inh detg	HCMV antiviral	AMA1 RON2 block	AmpC inh no detg	Sm TGR block	Giardia FBPA inh
N#CCCN(CCN1CCCC1)S(=O)(=O)c1ccc(-c2ccc([N+](=O)[O-])cc2)cc1	6%	-40	5%	117%[activator]	·	1%
Cc1ccc(OCCn2cc(/C=C(\C#N)C(=O)NCC3CCCO3)c3ccccc32)cc1C (stereo unspecified)	-14%	20	-8%	33%	8%	0%

Further compounds follow.
SMILES	AmpC inh detg	HCMV antiviral	AMA1 RON2 block	AmpC inh no detg	Sm TGR block	Giardia FBPA inh
O=C(CSc1nc2ccccc2c(=O)n1CCC(=O)NC1CCCCC1)Nc1ccccc1Cl	-5%	9	·	·	4%	·
Nc1nnnn1CC(=O)N/N=C/c1ccccn1	6%	-18	107%[activator]	-6%	17%	18µM*
CCn1cc(/C=C(\NC(=O)c2ccc(C)cc2)C(=O)NCCCn2ccnc2)c2ccccc21	-8%	0	·	·	-4%	·
COc1ccc(-c2nc(C#N)c(NCCCN(C)C)o2)cc1OC	1%	56	-8%	0%	0%	0%
O=C(Cn1cnc2c(cnn2-c2ccc(F)cc2)c1=O)N1CCN(c2ccccc2)CC1	6%	-13	11%	-9%	-5%	12%
